ELG1 DNA repair – ELG1-dependent DNA repair inhibition. 330,000 tested, 2.3% active. Potency, µM (titrated, usually from 46.1 µM), for inactives: at the top dose activity change, negative = inhibition, most hits filed as inhibitors. HEK293T ELG1-luciferase reporter, luminescence, 16 h; DNA damage induced by 5-fluorouridine; further: potency means the concentration at half of the fitted maximal effect; on the % scale 0 is the no-effect control and ±100 the full control effect; nearly all actives have a fitted effect of over 55% in size
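Luminescence from the luciferase reporter, measured 30 min after ONE-Glo reagent at room temperature, was the read-out. Beforehand, 2,000 cells per well were exposed for 16 hr at 37 °C to 5-fluorouridine together with compound or vehicle.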
Menin MLL FP TR – inhibitors of human menin-MLL interaction, mutant MLL peptide; Menin + Texas Red MLL mutant peptide, fluorescence polarization; Potency, µM (titrated, usually from 61.6 µM), for inactives: at the top dose FP activity change, negative = inhibition, actives largely listed as inhibitors; 270,000 tested, 0.23% active; AID 1768; active means well fitted inhibition curve with a large enough effect in the polarisation, with a control signal flat, not every such curve was filed as active; inconclusive means small, poorly fitted or top-dose-only effect, or effect the other way, or a change in a side signal; inactive means no such curve, though single readings can be large or run the other way; the % refers to the polarisation; further: potency means the concentration at half of the fitted maximal effect; % of control where 0% means no effect; many of its hits are not listed in these tables
Target sequence (O00255 whole entry, looked up): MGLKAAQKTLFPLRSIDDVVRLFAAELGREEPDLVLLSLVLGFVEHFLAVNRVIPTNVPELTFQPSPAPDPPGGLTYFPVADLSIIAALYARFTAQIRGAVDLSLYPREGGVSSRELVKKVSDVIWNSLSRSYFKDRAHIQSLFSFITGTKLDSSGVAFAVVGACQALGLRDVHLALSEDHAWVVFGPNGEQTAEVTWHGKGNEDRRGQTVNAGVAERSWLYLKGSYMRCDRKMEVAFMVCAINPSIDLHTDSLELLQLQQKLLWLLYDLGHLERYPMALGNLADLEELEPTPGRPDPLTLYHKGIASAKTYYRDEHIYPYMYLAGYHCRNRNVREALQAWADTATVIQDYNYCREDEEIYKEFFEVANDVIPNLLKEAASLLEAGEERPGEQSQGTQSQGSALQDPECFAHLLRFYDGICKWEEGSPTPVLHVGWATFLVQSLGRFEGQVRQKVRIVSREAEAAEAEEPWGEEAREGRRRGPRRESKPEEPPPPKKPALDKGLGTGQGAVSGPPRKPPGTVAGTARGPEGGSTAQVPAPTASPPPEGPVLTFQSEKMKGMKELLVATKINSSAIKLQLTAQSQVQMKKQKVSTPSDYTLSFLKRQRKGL
PKM2 activator – activators of human pyruvate kinase M2; P14618; purified PKM2, Kinase-Glo ATP luminescence, activation; response scale: 0% is enzyme alone, no compound; Potency, µM (series often up to 57.5 µM), inactives show top-dose activation, usual class: activators; 260,000 tested, 0.34% active; AID 1631; further: potency means the concentration at half of the fitted maximal effect; on the % scale 0 is the no-effect control and ±100 the full control effect; nearly all actives have a fitted effect of over 55% in size
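Purified hPK-M2 (>95% pure) converted ADP (0.1 mM final) to ATP with 0.5 mM PEP in 50 mM imidazole pH7.2, KCl, MgCl2, Tween 20, BSA; 1 h at room temperature. ATP detected by Kinase-Glo luminescence.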
Rab9 promoter act – Rab9 promoter activation. 320,000 tested, 2.8% active. Huh7 Rab9 promoter-luciferase reporter, luminescence, 24 h. Potency, µM (titrated, usually from 9.22 µM), for inactives: at the top dose activation, negative = inhibition, hits mostly activators; further: potency means the concentration at half of the fitted maximal effect; % of control where 0% means no effect; nearly all actives have a fitted effect of over 60% in size
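Huh7 reporter line, Rab9 promoter upstream of luciferase. Compound exposure 24 h at 37 °C in reduced-serum medium with 10% FBS. Read-out: luminescence.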
Mito fusion yeast – inhibitors of mitochondrial division or activators of mitochondrial fusion; Potency, µM (titrated, usually from 46.1 µM), for the others: at the top dose growth rescue (activation), hits mostly activators; S. cerevisiae fusion-defective mutant growth rescue, CellTiterGlo 48 h; AID 485298; 320,000 tested, 0.23% active;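 further: potency means the concentration at half of the fitted maximal effect; % of control where 0% means no effect; nearly all actives have a fitted effect of over 45% in size; temperature-sensitive fusion mutants such as fzo1-1 at 37 °C on non-fermentable ethanol glycerol medium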
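Yeast fusion mutant, YPEG (non-fermentable carbon), compound, 48 h at 37C non-permissive; CellTiterGlo added, 10 min RT, luminescence read. Rescued growth = division inhibition.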
RORgamma inh – inhibitors of mouse ROR gamma transcriptional activity. P51450. Drosophila S2 Gal4-RORgamma UAS-luciferase reporter, 20 h. Potency, µM (series often up to 53.6 µM), for inactives: at the top dose activity change, negative = inhibition, most hits filed as inhibitors. 310,000 tested, 5.4% active. AID 2551; further: potency means the concentration at half of the fitted maximal effect; on the % scale 0 is the no-effect control and ±100 the full control effect; nearly all actives have a fitted effect of over 60% in size
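Using a luciferase readout, inhibitors were identified by reduced reporter activity in Drosophila cells coexpressing a copper-inducible Gal4–ROR gamma fusion and UAS-driven Photinus luciferase, incubated 20 hr after 700 uM copper sulfate.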
KCNH2 3.1 inh – KCNH2 3.1 (human) potassium channel inhibition. U2OS KCNH2 3.1, thallium flux FluxOr; stronger effect = lower value. 340,000 tested, 0.95% active. AID 720553. activity change, % (tested at about 1.8 µM);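 active means maximum activity change below -70%; inconclusive means maximum activity change from -70% to -50%; inactive means maximum activity change above -50%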;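 further: thallium influx rate constant from kinetic fluorescence after stimulation buffer; on the % scale 0 is the no-effect control and ±100 the full control effect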
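We transduce U2OS cells with the mutant 3.1 virus, culture them overnight, load FluxOr with Red40 quencher for 45 min, then add stimulation buffer and read kinetically for 2 min to derive a normalized rate constant.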
Gal4-VP16 FLuc – counter-screen for ROR gamma inhibitors: Gal4-VP16 reporter; 310,000 tested, 3.5% active; Potency, µM (titrated, usually from 53.6 µM), for the others: at the top dose activity, negative = inhibition, usual class: inhibitors; AID 2546; Drosophila S2 Gal4-VP16 UAS-luciferase, luminescence, 20 h;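 further: Gal4-VP16 expression switched on by copper sulfate through the metallothionein promoter; potency means the concentration at half of the fitted maximal effect; on the % scale 0 is the no-effect control and ±100 the full control effect; nearly all actives have a fitted effect of over 50% in size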
FLuc modulator – firefly luciferase modulation, counter-screen for miR-21 project. purified FLuc, Km substrates, luminescence inhibition. Potency, µM (top dose mostly 57.5 µM), inactives show at the top dose activity change, negative = inhibition, usual class: inhibitors. 360,000 tested, 6.9% active. AID 588342;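 further: potency means the concentration at half of the fitted maximal effect; plate controls were vehicle for no effect and reference inhibitor for full effect; nearly all actives have a fitted effect of over 55% in size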
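Biochemical qHTS of compounds, final roughly 60 µM downward over six points, against 10 nM purified firefly luciferase using Km concentrations of substrates (10 uM D-luciferin, 10 uM ATP) in Tris acetate pH 7.5 buffer; luminescence output.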
MBNL1 CUG block – inhibitors of human MBNL1 binding to CUG repeat RNA; Q9NR56; TR-FRET MBNL1-His/biotin-(CUG)12 binding, 665/545 ratio; Potency, µM (series often up to 57.5 µM), for inactives: at the top dose activity change, negative = inhibition, usual class: inhibitors; 280,000 tested, 0.036% active; active means well fitted inhibition curve with a large enough effect in the signal ratio, with a control signal flat, not every such curve was filed as active; inconclusive means small, poorly fitted or top-dose-only effect, or effect the other way, or a change in a side signal; inactive means no such curve, though single readings can be large or run the other way; the % refers to the signal ratio; further: potency means the concentration at half of the fitted maximal effect; on the % scale 0 is the no-effect control and ±100 the full control effect
Target sequence (Q9NR56 whole entry, looked up): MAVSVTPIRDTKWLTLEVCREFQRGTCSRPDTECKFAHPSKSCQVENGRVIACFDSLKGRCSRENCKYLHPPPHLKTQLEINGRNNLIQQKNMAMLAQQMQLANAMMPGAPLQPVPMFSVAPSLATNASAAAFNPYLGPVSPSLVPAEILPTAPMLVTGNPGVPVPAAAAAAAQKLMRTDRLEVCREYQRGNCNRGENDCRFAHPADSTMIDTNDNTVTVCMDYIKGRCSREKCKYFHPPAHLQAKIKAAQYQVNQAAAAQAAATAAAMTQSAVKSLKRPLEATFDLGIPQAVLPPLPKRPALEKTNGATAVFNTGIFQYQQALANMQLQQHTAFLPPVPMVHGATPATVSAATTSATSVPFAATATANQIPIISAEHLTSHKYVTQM
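TR-FRET between His-tagged MBNL1 and biotin-(CUG)12 RNA, detected with Tb anti-His antibody (0.055 ng/ul) and streptavidin-XL665 (5 nM), 60 min at room temperature. Compounds titrated 92 nM to 58 uM; 665/545 nm ratio normalized to buffer and complex controls.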
NPC1 prom act – activates the NPC1 promoter; Huh7 NPC1 promoter luciferase reporter, 24 h; AID 485313; Potency, µM (top dose mostly 9.22 µM), for inactives: at the top dose activation, actives largely listed as activators; 320,000 tested, 2.4% active;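 further: potency means the concentration at half of the fitted maximal effect; % of control where 0% means no effect; nearly all actives have a fitted effect of over 60% in size; reporter is driven by a mutant NPC1 promoter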
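Readout is luciferase luminescence, reflecting NPC1 promoter activation in stably transfected Huh7 cells after 24 h compound exposure at 37 °C in reduced-serum medium with 10% FBS.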
* marks the source's active call; other numbers are inactive results; u = inconclusive; x = not tested or not shown; & = joins results of further samples; [ ] = another dose, or the depositor's remark. Unless noted, the call rests on the fitted dose curve; in most records, active means well fitted curve in the direction sought with a large enough effect; inconclusive means small, poorly fitted or top-dose-only effect, or another doubt; inactive means no such curve, though single readings can be large; an effect the other way counts as inactive or inconclusive.

SMILES	ELG1 DNA repair	Menin MLL FP TR	PKM2 activator	Rab9 promoter act	Mito fusion yeast	RORgamma inh	KCNH2 3.1 inh	Gal4-VP16 FLuc	FLuc modulator	MBNL1 CUG block	NPC1 prom act
CCOC(=O)c1cc(-c2ccc(F)cc2)nc2c1c(=O)[nH]c(=O)n2Cc1ccccc1	29.0%	11.6%	27.7%	0.1%	8.2%	-3.5%	8.7	-8.3%	0.3%	9.3%	-4.0%
Cc1cc(F)c(F)c(C(=O)N2C(C)CCCC2C)c1Cl (centres undefined)	3.2%	-27.0%	-0.1%	-8.2%	7.4%	-32.0%	6.8	1.8%	0.8%	-1.8%	-3.0%
COc1ccc([C@@H]2[C@@H]3C(=O)N(C(C)(C)C)C(=O)[C@@H]3[C@]3(C)C(=O)N(c4ccc(C)cc4)C(=O)N23)cc1	-21.2%	4.8%	1.5%	0.8%	0.0%	14.5%	-14.2	2.2%	4.5%	-7.1%	0.3%
O=C(O)c1ccccc1S(=O)(=O)NCC(O)COc1ccc(Br)cc1 (centres undefined)	11.4%	25.7%	-1.9%	-0.2%	2.2%	19.8%	11.7	-2.7%	u	7.8%	-1.7%
O=C(CN1CCCN(Cc2ccc(F)cc2Cl)C1=O)NC1CCCCCC1	u	-5.9%	-4.6%	-0.4%	1.2%	15.4%	18.3	0.7%	1.8%	0.6%	-0.2%
O=C(NC1CCCCC1)C(c1ccc2ncccc2c1)N(Cc1ccc(F)cc1)C(=O)c1ccc2c(c1)OCCO2 (centres undefined)	-2.8%	u	-0.6%	-1.9%	-0.9%	-42.4%	-14.9	-20.4%	3.0%	-14.0%	-6.6%
O=C(NCc1ccco1)c1ccc(C(F)(F)F)cc1	13.0%	-1.1%	6.8%	0.6%	11.8%	u	-3.2	-4.1%	-0.6%	-4.8%	-1.8%
N#Cc1ccccc1NC(=O)Nc1ccccc1	12.6%	4.0%	-1.3%	12.0%	9.1%	2.7%	33.2	-5.8%	u	-1.5%	0.5%
C=CCN(CC=C)C(=O)C1CCN(S(=O)(=O)c2ccc(N3CCCC3=O)cc2)CC1	-2.0%	x	x	-7.2%	-1.2%	7.6%	-3.0	0.7%	0.6%	-7.4%	2.0%
COc1ccccc1C(=O)C1CCCN(C(=O)c2cccc(-n3cccn3)c2)C1 (centres undefined)	-18.4%	-6.2%	2.4%	8.7%	2.7%	34.6%	-4.4	-1.9%	-2.6%	-7.8%	-0.5%
O=C(O)CCCn1cc(NC(=O)c2ccc(F)cc2)cn1	9.1%	-11.4%	-1.4%	1.5%	15.9%	7.0%	-5.9	5.5%	-0.5%	-0.8%	-1.3%
CCOc1ccc(-c2cc(CCCC(=O)NCc3ccc(C)cc3)no2)cc1	u	u	8.5%	3.1%	-3.1%	1.26µM*	-5.9	u	u	3.0%	1.5%
CC1=CC(C)(C)NC(=S)N1c1cccc(C)c1	4.9%	-8.0%	2.2%	-3.8%	-11.9%	4.47µM*	15.4&9.3	11.2µM*	-1.3%	-5.3%	-2.8%
COc1ccc(C(=O)NCC(=O)OCC(=O)N2CCc3ccccc32)cc1	11.3%	12.1%	-4.6%	-0.3%	2.9%	10.1%	-1.8	-4.5%	u	-0.3%	-2.6%
COc1ccccc1/C=N/NC(=Nc1ccc(C)cc1)c1nc2ccccc2s1	u	-18.4%	-1.5%	15.7%	-6.9%	-27.2%	x	4.8%	16.9µM*	0.4%	6.1%
Cc1ccc(C(=O)N/C(=C\c2ccccc2)C(=O)OCc2ccccc2)cc1	u	10.6%	2.7%	u	28.7%	40.0%	-14.7	-6.4%	15.1µM*	-15.2%	u
Cc1cc(NC(=O)CCC(=O)N(Cc2ccco2)C(C(=O)NCC2CCCO2)c2ccncc2)no1 (centres undefined)	0.9%	-0.6%	9.6%	-9.3%	2.2%	11.2%	-11.1	-2.0%	-0.2%	2.9%	-1.6%
O=C(CN(C(=O)CNS(=O)(=O)c1ccc(F)cc1)c1cccc(F)c1)NCC1CCCO1 (centres undefined)	2.9%	-22.7%	1.6%	4.3%	-6.7%	8.1%	18.3	-4.1%	0.0%	8.3%	-1.2%
COC(=O)Cc1csc(NC(=O)CSc2nnc3ccccn23)n1	17.0%	-25.8%	-2.3%	13.8%	0.7%	-16.4%	-11.8	-1.4%	-0.6%	x	-0.9%
C=CCn1c(=N)c(C(=O)NCCCOC)cc2c(=O)n3cccc(C)c3nc21	-14.3%	-0.1%	2.8%	-2.8%	-1.5%	-0.8%	-2.5	2.1%	2.9%	u	-0.7%

Profiles as entered above. Values in the order: ELG1 DNA repair | Menin MLL FP TR | PKM2 activator | Rab9 promoter act | Mito fusion yeast | RORgamma inh | KCNH2 3.1 inh | Gal4-VP16 FLuc | FLuc modulator | MBNL1 CUG block | NPC1 prom act
CC1=CC(C)(C)NC(=S)N1c1cccc(C)c1 is listed as 4.9% | -8.0% | 2.2% | -3.8% | -11.9% | 4.47µM* | 15.4&9.3 | 11.2µM* | -1.3% | -5.3% | -2.8%
C=CCn1c(=N)c(C(=O)NCCCOC)cc2c(=O)n3cccc(C)c3nc21 is listed as -14.3% | -0.1% | 2.8% | -2.8% | -1.5% | -0.8% | -2.5 | 2.1% | 2.9% | u | -0.7%

Later entries.
SMILES	ELG1 DNA repair	Menin MLL FP TR	PKM2 activator	Rab9 promoter act	Mito fusion yeast	RORgamma inh	KCNH2 3.1 inh	Gal4-VP16 FLuc	FLuc modulator	MBNL1 CUG block	NPC1 prom act
CCOC(=O)N=Nc1c(O)n(CC(=O)OC)c2ccccc12	0.0%	-1.5%	-2.7%	-4.2%	u	3.5%	-7.7	4.3%	-7.6%	u	-5.2%
COC(=O)c1ccc2c(c1)N(C)CCS2	u	13.7%	-2.9%	-1.8%	-2.4%	-6.3%	-1.0	6.4%	-0.1%	123.9%[activator]	-2.1%
O=C(NCC1CCCN(C2Cc3ccccc3C2)C1)c1cccs1 (centres undefined)	27.1%	x	x	-5.8%	1.1%	-12.9%	-18.2	4.7%	-1.1%	-4.1%	2.1%
CC12CCCC[C@@H]1CCC1C2CCC2(C)C1CC[C@@]2(O)CNCCO (some centres undefined)	1.5%	u	x	2.6%	-69.5%[inhibitor]	-20.4%	3.2	-1.7%	1.7%	1.0%	-12.2%
Cc1ccc(N2C(=O)[C@@H]3[C@H](C2=O)C2c4ccccc4C=CN2[C@@H]3C(=O)c2ccco2)c(C)c1 (some centres undefined)	-5.7%	-17.6%	22.0%	-2.5%	-0.1%	-15.9%	-1.8	3.3%	-10.5%	u	-2.7%
CC(O)(c1ccccc1)C(c1ccccc1)C1CCCCN1 (centres undefined)	6.9%	x	1.4%	-3.4%	-1.9%	3.7%	2.0	0.3%	7.4%	-4.3%	-6.1%
CC1(C)CC(=O)C2=C(C1)NC(=O)CC2C(=O)NCc1ccc(F)cc1 (centres undefined)	17.4%	-2.7%	-3.9%	-2.6%	-0.1%	21.6%	x	2.8%[0.365 µM]	10.5%	9.5%	-3.1%
COc1ccc(OC)c(CCNC(=O)C(C)n2nc(C)c3c(C)n(-c4ccc(C)cc4)nc3c2=O)c1 (centres undefined)	-12.8%	-19.3%	x	-29.5%	18.7%	u	-2.9	-11.2%	-2.2%&1.5%	6.2%	-33.5%[inhibitor]
Cc1csc(=NC(=O)c2ccccc2)n1C	u	4.4%	-6.8%	2.51µM*	0.6%	-35.7%	1.3	-5.9%	13.5µM*	-2.4%	3.16µM*
C=CCn1c(-c2ccccc2)cc(SC)c(C#N)c1=O	12.2%	17.9%	0.0%	-1.1%	5.8%	10.9%	33.6	2.6%	2.7%	x	-5.0%
CCC1Sc2ccccc2N(CC(=O)NCc2ccccc2OC)C1=O (centres undefined)	18.9%	-13.1%	7.8%	3.5%	7.8%	43.7%	-8.3	5.0%	-4.6%	1.5%	-1.3%
O=C1CSC(=S)N1/N=C/c1c(F)cccc1F	0.3%	u	x	-2.1%	4.9%	-35.8%	-14.9	-11.4%	-1.5%	16.6%	0.4%

Assay outcomes: PubChem BioAssay, National Center for Advancing Translational Sciences (NCATS)

Some of the compounds tested; the hit share may differ from the screen's.
